Bioassay records: PubChem BioAssay, The Scripps Research Institute Molecular Screening Center
SRC3 TRFRET art = TR-FRET detection interference compounds, artefact control for PPARgamma SRC-3 recruitment agonists, biochemical, TR-FRET ratio; TR-FRET artefact counter-screen, PPARgamma/SRC-3 format; hits give high values; TR-FRET ratio at 8 µM; hit rate 0.39% among 99,000; in the data active = TR-FRET ratio above about 2000; also: inactives centre near 1600
SRC1 TRFRET art = TR-FRET detection interference compounds, primary screen, artefact control for PPARgamma SRC-1 recruitment agonists, biochemical, TR-FRET emission ratio. TR-FRET ratio at 8 µM. TR-FRET detection artefact counter-screen; hits give high values. hit rate 0.34% among 99,000. AID 1051, 2008; in the data active = TR-FRET ratio above about 2300; also: inactives centre near 1800
The depositor's hits bear a star. Only part of the results is shown. The share of hits here may be higher or lower than overall.

Every second line gives: SRC3 TRFRET art	SRC1 TRFRET art
O=C(Nc1ccc2snnc2c1)N1CCCCC1
    1551	1838
Cc1cc(C)nc(NS(=O)(=O)c2ccc(NC(=O)c3ccc4c(c3)OCO4)cc2)n1
    1510	1821
Cc1ccc(S(=O)(=O)n2cnc3cc([N+](=O)[O-])ccc32)c(C)c1
    1519	1380
CC(=O)c1cccc(S(=O)(=O)N(C)C2CCN(C)CC2)c1
    1653	1726
CC1CC(C)CN(C(=O)CNC(=O)Cn2ccc3ccccc3c2=O)C1 (stereo unspecified)
    1501	1572
CCC(Sc1nnc(-c2ccc(C)c(Cl)c2)n1CC)C(=O)Nc1nccs1 (stereo unspecified)
    1611	1794
Cc1cc(N)nc(C)c1C#N
    1597	1857
O=C(CSc1ccc(Cl)cc1)Nc1ccccc1Oc1ccccc1
    1457	1761
Cc1cc(C)n(C(=O)C(C)N2C(=O)c3ccccc3C2=O)n1 (stereo unspecified)
    1551	1705
COc1cc(NC(=S)NC2CC(C)(C)NC(C)(C)C2)c(OC)cc1Cl
    1761	1817
NCCCC(=O)O
    1498	1892
COc1cccc(Cn2c(OCC3CCCO3)nc3c2c(=O)n(C)c(=O)n3C)c1 (stereo unspecified)
    1510	1586
COc1ccc(CCN=C2SCC(=O)N2C)cc1OC
    1727	2006
Cc1ccc(OCCOC(=O)Cn2nc(C)c([N+](=O)[O-])c2C)cc1
    1752	1778
Cc1ccccc1N1C(=O)CC1(C#N)c1ccc(OCc2ccccc2)cc1 (stereo unspecified)
    1535	1754

Reformatted: entries from further up
smiles	SRC3 TRFRET art	SRC1 TRFRET art
Cc1cc(N)nc(C)c1C#N	1597	1857
O=C(CSc1ccc(Cl)cc1)Nc1ccccc1Oc1ccccc1	1457	1761

(further entries)
Every second line gives: SRC3 TRFRET art	SRC1 TRFRET art
COC(=O)c1c(NC(=S)Nc2ccc(F)cc2[N+](=O)[O-])sc2c1CCCCC2
    1773	2057
Cc1ccc(-c2nc(C#N)c(NCCCn3ccnc3)o2)cc1
    1543	1896
COc1cc2c(cc1OC)CN(c1ccc([N+](=O)[O-])cc1C#N)CC2
    1878	1922
COc1ccc(N2CCN(C(=O)CN(C)S(=O)(=O)c3cc(C)ccc3OC)CC2)cc1
    1568	1907
O=C(COC(=O)/C=C/c1cccs1)Nc1cccc(S(=O)(=O)N2CCCC2)c1
    1538	1748
N#C/C(=C/c1ccc(-c2ccccc2[N+](=O)[O-])o1)C(N)=O
    1388	1505
O=C(COC(=O)C1CCN(/C=C/C(=O)C(F)(F)F)CC1)Nc1ccccc1
    1627	1501
O=c1[nH]c2cc([N+](=O)[O-])c([N+](=O)[O-])cc2[nH]c1=O
    1565	1710
C/C(N)=C(/C#N)C(=O)CSc1cc(C)c2ccccc2n1
    1481	1842
CCn1c(C)nc2cc(C(=O)N/N=C/c3ccc(OC)cc3)ccc21
    1668	1849
O=C(Nc1nc(-c2ccc3c(c2)Cc2ccccc2-3)cs1)c1ccccc1
    1433	1877
Cc1nn(C(C)C(=O)N2CCOCC2)c(C)c1[N+](=O)[O-] (stereo unspecified)
    1613	1908
CN(NC(=O)CN1C(=O)c2ccccc2C1=O)C1=NS(=O)(=O)c2ccccc21
    1629	2073
CN(C(=O)c1ccccc1C(=O)OCC(=O)NC(=O)NC(C)(C)C)C1CCCCC1
    1423	1824
COc1ccc(CCNC(=O)c2noc3c2CCCC3)cc1OC
    1643	1776
Cc1cccc(N2CN(Cc3cccnc3)CNC2=S)c1
    1457	1651
COc1ccccc1/C=N/NC(=S)Nc1cccnc1
    1657	1486
O=C(NC(=S)Nc1ccccc1N1CCCCC1)c1ccccc1
    1405	1612
Cc1c([N+](=O)[O-])cc(S(=O)(=O)Nc2ccncc2)cc1[N+](=O)[O-]
    1598	1375
COCCNC(=S)NCCc1ccc(Cl)cc1Cl
    1702	2094
Cc1ccc(CNC(=O)COC(=O)CCCOc2ccc(Cl)cc2Cl)cc1
    1595	1832
CC1(C)CC(=O)C(C(c2cccc([N+](=O)[O-])c2)C2C(=O)CC(C)(C)CC2=O)C(=O)C1
    1580	1903
O=C(CCSc1ccccc1)N1CCN(c2ccccc2F)CC1
    1660	1873
CC1CN(C(=O)C(C)N2CCN(c3ccccc3Cl)CC2)CC(C)O1 (stereo unspecified)
    1478	1940
CCc1ccccc1NS(=O)(=O)c1ccc2[nH]cc(C(=O)NC3CCCC3)c(=O)c2c1
    1534	1837
O=C(Nc1nc(-c2ccccc2)cs1)c1ccc2c(c1)S(=O)(=O)c1ccccc1C2=O
    1544	1936
O=C(NCc1cccnc1)c1cn(-c2ccccc2)nc1-c1ccccc1
    1663	1747
Cc1ccc(-n2c(SCC(=O)Nc3ncc(Cl)cc3Cl)nc3ccccc32)cc1
    1724	1973
COC(=O)C(C(=O)Nc1nc2ccccc2s1)C1CCCC1 (stereo unspecified)
    1597	1812
CN1CCc2c(OCC(=O)N3CCC(Cc4ccccc4)CC3)cccc2C1=O
    1532	1915
Cc1cc(C)c2nc(SCC(=O)NCCC3=CCCCC3)cc(C)c2c1
    1616	1762
CC(=O)N(O)CCCCCNC(=O)CCC(=O)N(O)CCCCCNC(=O)CCC(=O)N(O)CCCCCN
    1680	1740
CC(Sc1nc2ccccc2c(=O)n1Cc1ccco1)C(=O)c1ccccc1 (stereo unspecified)
    1622	1873
C/C(=N\NC(=S)Nc1ccccc1C)c1ccc(O)cc1
    1620	2039
C/C(N)=C(/C#N)C(=O)CSc1nc2ccccc2c(=O)n1CCCO
    1506	1686
COc1ccc(C(C)=O)cc1CSc1nnc(Nc2ccc(C)cc2C)s1
    1912	2091
COC(=O)c1cc(C#N)c(N2CCOCC2)nc1C
    1722	1878
COc1ccc(-c2ccc(SC)nn2)cc1
    1654	1777
O=C(NCCCN1CCOCC1)c1cccnc1
    1587	1680
CCOC(=O)CN1CCS(=O)(=O)CC1
    1426	1950
Cc1ccc(-c2nnc(-n3ncc(C#N)c3N)c3ccccc23)cc1C
    1495	1912
CCCc1nnc2c(N(C)S(=O)(=O)c3ccccc3)nc3ccccc3n12
    1547	1489
COc1ccc(/C=N\NC(=O)CC(=O)Nc2cccc(Cl)c2)cc1OC
    1815	1615
Cc1ccc(OCC(=O)NNC(=O)C(=O)N2CCCC2)c(C)c1
    1814	1782
Cc1ccc(NC(=O)Cn2c([N+](=O)[O-])cnc2C)cc1
    1775	1687

Sorted by formula weight (lowest first): 3 of the compounds above
Every second line gives: SRC3 TRFRET art	SRC1 TRFRET art
Cc1cccc(N2CN(Cc3cccnc3)CNC2=S)c1
    1457	1651
O=C(CSc1ccc(Cl)cc1)Nc1ccccc1Oc1ccccc1
    1457	1761
Cc1ccc(CNC(=O)COC(=O)CCCOc2ccc(Cl)cc2Cl)cc1
    1595	1832

The list continues:
Every second line gives: SRC3 TRFRET art	SRC1 TRFRET art
Nc1nc(-c2ccc(Cl)cc2)c(S(=O)(=O)c2ccccc2)s1
    1523	1723
Fc1ccccc1-c1ccc(/C=N/Nc2nc3ccccc3[nH]2)o1
    1770	1870
N#C/C(=C/c1ccc([N+](=O)[O-])cc1)C(=O)Nc1ccccc1O
    1753	1831
COCCCNC(=O)/C=C1\Sc2ccccc2N(Cc2ccccc2F)C1=O
    1442	1630
Cc1ccc(NC(=O)C(C)NS(=O)(=O)c2ccc(F)cc2)cc1C (stereo unspecified)
    1581	1709
COc1cccc(C2=NNC(=NCc3ccccc3)SC2)c1
    1445	1751
CCN(C(=O)COC(=O)/C=C/c1c(C)nn(Cc2ccc(C)cc2)c1C)C1CCS(=O)(=O)C1 (stereo unspecified)
    1387	1909
O=C1c2ccccc2C(=O)c2c1ccc1c(=O)n(-c3ccccc3)[nH]c21
    1724	1572
CCC1CCCCN1C(=O)c1cc(-c2ccc(Cl)c(Cl)c2)on1 (stereo unspecified)
    1430	1783
CN(Cc1cccc(C(F)(F)F)c1)Cc1nc(-c2cnccn2)no1
    1363	1672
CC(C)=C1Cc2ccccc2C1=O
    1583	1900
CCNC(=O)C12CCC(C)(C(=O)C1Br)C2(C)C (stereo unspecified)
    1445	1663
COc1ccnc(Oc2ccccc2)c1-c1ncn[nH]1
    1641	1780
Cc1cc(NC(=O)c2ccc(S(=O)(=O)N(C)CC3CCCO3)cc2)no1 (stereo unspecified)
    1456	1694
COc1ccc(/C=N/Nc2cc(C)nc(-n3nc(C)cc3C)n2)cc1
    1379	1726
COCCNC(=S)N1CCC(C(=O)c2ccc3c(c2)OCCO3)CC1
    1659	1978
Cc1cn(C2OC(COC(=O)c3ccccc3)C(O)C2Cl)c(=O)[nH]c1=O (stereo unspecified)
    1614	1785
CCn1c(CCNC(=O)c2ccc(OC)cc2)nnc1SCc1ccc(Cl)c(Cl)c1
    1468	1697
Cc1cccc(-[n+]2c(C)cc(C)c3c(=O)[nH]c(=O)[nH]c32)c1
    1624	1702
Cc1cccc(N/C(N)=N/c2nc(C(F)(F)F)cc(C(F)(F)F)n2)c1
    1507	1694
COc1cccc(N2CCN(C(=O)CCNS(=O)(=O)c3ccc4c(c3)c(=O)n(C)c(=O)n4C)CC2)c1
    1655	2032
COc1ccc(NC(=O)Cn2nnc3ccccc32)c([N+](=O)[O-])c1
    1704	1958
O=C1CCCN1c1ccc(S(=O)(=O)N2CCCCC2)cc1[N+](=O)[O-]
    1471	1538
Cc1cc(NC(=O)c2ccc3c(c2)C(=O)N(Cc2ccccc2)C3=O)no1
    1546	1580
O=C(COC(=O)C1CCC1)Nc1ccc(OC(F)F)cc1
    1423	1759
CCN(c1ccccc1)S(=O)(=O)c1ccc(F)c(C(=O)O)c1
    1513	1833
CN(C)c1nc(N(C)C)n(C(=O)c2cccs2)n1
    1653	1843
O=[N+]([O-])c1cccc(-c2nc(-c3ccccc3)no2)c1
    1538	1654
COCCCNCCCOc1ccc(C)cc1Br
    1324	1797
CCCOC1CCCN(C(=O)CCc2nnc(Cc3cccc(C)c3)o2)C1 (stereo unspecified)
    1480	1492

Another view of some results above.
| smiles | SRC3 TRFRET art | SRC1 TRFRET art |
| --- | --- | --- |
| CCN(c1ccccc1)S(=O)(=O)c1ccc(F)c(C(=O)O)c1 | 1513 | 1833 |
| CN(C)c1nc(N(C)C)n(C(=O)c2cccs2)n1 | 1653 | 1843 |

(continued)
Every second line gives: SRC3 TRFRET art	SRC1 TRFRET art
CN(Cc1ccccc1)C(=O)c1ccc(Cl)c([N+](=O)[O-])c1
    1614	1709
O=C(NC1CCCCCC1)c1cccnc1Sc1ccccc1
    1542	1719
NCCCC[C@@H](C(=O)N1CCNCC1)n1cc([C@@H](N)CO)nn1
    1537	1687
O=C(CN1C(=O)/C(=C\c2cccc(F)c2)Oc2ccccc21)N1CCN(c2ccccn2)CC1
    1612	1885
Cc1ccc(C(=O)n2nnc3ccccc32)cc1[N+](=O)[O-]
    1461	1772
Cn1cnc([N+](=O)[O-])c1Oc1cccc2ccccc12
    1441	1655
CC(=O)N1/C(=C/c2ccc(N(C)C)cc2)C(=O)c2ccccc21
    1462	1846
Cn1c(N)c(C(=O)COC(=O)c2ccc(S(=O)(=O)N3CCCCC3)cc2)c(=O)n(C)c1=O
    1513	1875
CCCCN1C(=O)/C(=C/C=C2\Oc3ccccc3N2CC)SC1=S
    1571	1756
Cc1ccccc1NC(=O)COC(=O)c1c[nH]c(=O)[nH]c1=O
    1475	1958
CCOC(=O)c1sc(=NC(=O)c2ccco2)n(C)c1C
    1720	1910
CNC[C@H](O)c1ccc(O)c(O)c1
    1658	1948
O=C(NCc1cc(Br)cc(Br)c1OC(=O)c1ccccc1[N+](=O)[O-])c1ccccc1
    1603	2007
CCOC(=O)NC(=S)Nc1c(C)n(C)n(-c2ccccc2)c1=O
    1664	1793
COCCNC(=O)NC(=O)CN1CCN(C(c2ccccc2)c2ccccc2)CC1
    1570	1978
Cc1cc(/C=C(/C#N)C(=O)O)c(C)n1CCC(C)C
    1794	1884
Cc1ccccc1NC(=O)c1cccc(C(F)(F)F)c1
    1490	1840
O=C1ON=C(c2cccc([N+](=O)[O-])c2)/C1=C/c1ccc(O)cc1
    1390	1444
Cc1cc(NC(=O)CN2C(=O)S/C(=C\c3ccccc3)C2=O)no1
    1507	1654
C=CCOC(=O)C1=C(C)NC(SCC(N)=O)=C(C#N)C1c1cccs1 (stereo unspecified)
    1445	1907
Cc1ccc(/C=N/n2c(-c3ccco3)n[nH]c2=S)s1
    1708	1808
Cc1cc(=O)cc(C)n1-c1ccc(F)cc1F
    1747	1771
COc1cc(/C=C2\CC/C(=C\c3cc(OC)c(OC)c(OC)c3)C2=O)cc(OC)c1OC
    1342	1661
Cc1cccc(COc2ncnc3nc[nH]c23)c1
    1437	1754
O=C(NC(=S)Nc1ccc(N2CCOCC2)c(Cl)c1)c1cncc(Br)c1
    1461	1604
CCC(C)(C)NC(=O)C(c1cccnc1)N(C(=O)c1csnn1)c1ccccc1 (stereo unspecified)
    1500	1933
Cc1cc(C(=O)OCC(=O)Nc2sc3c(c2C#N)CCC(C)C3)c2ccccc2n1 (stereo unspecified)
    1490	1715
CCCC(=O)OCC(=O)Nc1ccccc1C#N
    1626	1472
Cn1cnnc1SCC(=O)NC1CCCCC1
    1491	1825
CCOC(=O)C(NC(=O)CC)(Nc1sc(C)c(CC)c1C#N)C(F)(F)F (stereo unspecified)
    1701	1881
COc1ccccc1N1CCN(S(=O)(=O)c2ccc3c(c2)n(C)c(=O)n3C)CC1
    1678	1729
Cc1nnc(SC/C=C/c2ccccc2)n(N)c1=O
    1720	1696
